Screening results (PubChem)
LAP4 TOR yeast: yeast TOR pathway LAP4-GFP modulation. S. cerevisiae LAP4-GFP multiplex, flow cytometry GFP, 3 h; median GFP as percent of DMSO wells. GFP response vs DMSO, % at 10 µM. hit rate 0.34% among 320,000. AID 2023;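 active = GFP response vs DMSO above a set limit, about the screen mean plus 3 SD, cut at about 150% in these data; inconclusive = under 70 cell events counted for the yeast strain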
AGP1-GFP MLPCN: yeast TOR pathway AGP1-GFP modulation; S. cerevisiae AGP1-GFP multiplex flow cytometry, 3 h; GFP as percent of DMSO wells; GFP response vs DMSO, % at 10 µM; hit rate 0.02% among 320,000;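 active = GFP response relative to DMSO above a set limit, near screen average plus 3 SD, cut at about 150% in these data; inconclusive = fewer than 70 cells counted for the yeast strain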;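 note: median GFP channel fluorescence of the gated AGP1 strain per well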
RPL19A TOR yeast: modulators of TOR pathway RPL19A-GFP in S. cerevisiae. S. cerevisiae RPL19A-GFP strain, flow cytometry, 3 h; stronger effect = lower value. percent response vs DMSO, % at 10 µM. hit rate 0.3% among 330,000;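 active = percent response vs DMSO below 50%; inconclusive = fewer than 70 events counted for the yeast strain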;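 note: median channel GFP fluorescence of the barcoded RPL19A-GFP strain; ratio of sample median GFP to plate DMSO average so 100% = DMSO; lower means less RPL19A-GFP as with rapamycin TOR inhibition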
AHR act: human AHR activation. P35869. AHR-responsive luciferase reporter cells, luminescence. activation, % at 5 µM. hit rate 2.5% among 320,000; in the data active = activation above about 47%;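 note: 0% = vehicle wells and 100% = reference agonist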
Target sequence (P35869 whole entry, looked up): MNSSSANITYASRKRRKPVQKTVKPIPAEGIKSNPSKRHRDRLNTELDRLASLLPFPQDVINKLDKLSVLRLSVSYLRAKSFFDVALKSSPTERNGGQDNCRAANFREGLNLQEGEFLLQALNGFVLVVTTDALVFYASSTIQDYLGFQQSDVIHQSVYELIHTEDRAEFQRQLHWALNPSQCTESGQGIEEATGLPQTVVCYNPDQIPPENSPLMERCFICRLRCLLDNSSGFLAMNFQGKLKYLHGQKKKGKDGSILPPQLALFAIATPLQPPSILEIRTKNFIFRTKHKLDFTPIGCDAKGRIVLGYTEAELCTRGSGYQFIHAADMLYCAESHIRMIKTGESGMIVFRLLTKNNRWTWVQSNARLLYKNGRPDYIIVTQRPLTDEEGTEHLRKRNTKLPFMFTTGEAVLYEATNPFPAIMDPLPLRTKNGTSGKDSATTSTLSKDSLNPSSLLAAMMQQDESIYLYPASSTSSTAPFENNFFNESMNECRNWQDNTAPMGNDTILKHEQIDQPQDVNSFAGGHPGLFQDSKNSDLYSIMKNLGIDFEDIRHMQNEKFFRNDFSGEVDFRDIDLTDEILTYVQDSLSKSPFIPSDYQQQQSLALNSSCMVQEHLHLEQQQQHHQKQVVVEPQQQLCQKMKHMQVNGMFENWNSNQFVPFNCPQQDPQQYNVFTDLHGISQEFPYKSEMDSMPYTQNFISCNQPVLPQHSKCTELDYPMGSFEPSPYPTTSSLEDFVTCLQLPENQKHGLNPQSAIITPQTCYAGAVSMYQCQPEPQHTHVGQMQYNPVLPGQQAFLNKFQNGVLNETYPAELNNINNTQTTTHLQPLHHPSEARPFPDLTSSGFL
Efflux pump inh: antifungal efflux pump inhibition, Nile Red retention. S. cerevisiae Candida pump triplex. inhibition, % at 10 µM. hit rate 0.44% among 330,000;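 active = plate passing quality check with inhibition over a set limit, or well fluorescence over plate mean plus 4 SD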;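 note: Nile Red retained in pooled yeast measured as flow cytometry median fluorescence; 0% = buffer negative control and 100% = Enniatin B positive control; higher means more Nile Red kept so more efflux inhibition; some compounds called inactive have numbers as strong as hits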
CIT2 TOR yeast: modulators of TOR pathway CIT2-GFP in S. cerevisiae. S. cerevisiae CIT2-GFP strain, flow cytometry, 3 h; 100 means same as DMSO wells. hit rate 0.065% among 320,000. GFP response vs DMSO, % at 10 µM;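 active = GFP response relative to DMSO above a set limit, near the screen mean plus 3 SD, cut at about 150% in these data; inconclusive = Fewer than 70 cells measured for a yeast strain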;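 note: ratio of well median GFP fluorescence to mean of DMSO wells on the plate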
CR mimetic SO: caloric restriction mimetics inhibiting age-related superoxide in yeast | superoxide response (% of plate mean), % at 10 µM | S. cerevisiae aged cells, superoxide DHE fluorescence; stronger effect = lower value | AID 2690 | hit rate 0.18% among 330,000;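 active = superoxide response under a set limit, about three screen SD below normal, cut at about 65% in these data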;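 note: yeast aged for seven days with compound at 30 °C before DHE staining; 100% = average MFI of all compound-treated wells on the plate with controls excluded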
MEP2 TOR yeast: alters MEP2-GFP fluorescence in TOR pathway yeast screen; S. cerevisiae MEP2-GFP strain, flow cytometry GFP, 3 h; 100% = DMSO control level; GFP response vs DMSO, % at 10 µM; hit rate 0.51% among 330,000; AID 2016;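 active = GFP response versus DMSO above a set limit, roughly screen mean plus 3 SD, cut at about 180% in these data; inconclusive = fewer than 70 cells counted for a yeast strain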;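 note: median GFP fluorescence of the barcode-gated MEP2-GFP cells per well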
The depositor's hits bear a star; ? = inconclusive; [ ] = another dose, or the depositor's remark.

SMILES | LAP4 TOR yeast | AGP1-GFP MLPCN | RPL19A TOR yeast | AHR act | Efflux pump inh | CIT2 TOR yeast | CR mimetic SO | MEP2 TOR yeast
CN1C(=O)C(=O)/C(=C(/O)c2ccc(Br)cc2)C1c1ccccc1F (configuration not stated) | 91 | 98 | 106 | 5 | 0.2 | 101 | 91 | 100
O=C1NC2(CCCCCC2)C(=O)N1Cc1ccc([N+](=O)[O-])cc1 | 90 | 99 | 103 | 5 | 0.1 | 111 | 96 | 94
CCOC(=O)CNC(=O)CSc1nnc(-c2ccccc2OC)n1CC | 87 | 81 | 94 | 23 | 0.0 | 93 | 96 | 92
COc1ccc(C2NC(c3ccc(OC)cc3)C(C)C(=O)C2C)cc1 (configuration not stated) | 104 | 103 | 103 | -1 | 0.0 | 98 | 93 | 102
OCCCNc1ncnc2sc(-c3ccccc3)cc12 | 109 | 93 | 98 | 22 | -0.1 | 98 | 99 | 102
CCOC(=O)c1cc2ccccc2n1CC(=O)c1ccccc1 | 104 | 103 | 105 | 24 | 0.0 | 105 | 119 | 110
O=C(CCN1C(=O)[C@@H]2Cc3ccccc3CN2C1=O)N[C@H](Cc1ccccc1)C(=O)O | 106 | 101 | 102 | -2 | 0.0 | 99 | 88 | 98
CCOC(=O)c1nnc(-c2ccccc2)nc1Oc1ccccc1Cl | 106 | 96 | 97 | 6 | 0.2 | 87 | 125 | 94
Cc1ccc(S(=O)(=O)N(C)C)cc1NC(=O)CSc1ncn[nH]1 | 101 | 106 | 104 | -1 | 0.7 | 97 | 97 | 103
COC(=O)c1ccccc1SCC(=O)Nc1ccc(N2CCOCC2)cc1 | 116 | 104 | 97 | -3 | 0.0 | 95 | 97 | 105
CCOc1ccc2c(c1)c1nnc(SCC(=O)N3CCCCC3C)nc1n2C (configuration not stated) | 100 | 98 | 101 | 6 | -0.1 | 94 | 101 | 103
CC(Oc1ccc(F)cc1)c1ccnc2nc(/N=C/N(C)C)nn12 (configuration not stated) | 102 | 102 | 92 | 0 | 0.0 | 106 | 103 | 94
O=C(CSc1nncs1)NC(=O)NCc1ccccc1 | 102 | 99 | 98 | 15 | 0.2 | 96 | 107 | 104
NC(=O)NC(Cc1ccccc1)C(=O)NCC1(N2CCCCC2)CCCCC1 (configuration not stated) | 90 | 96 | 97 | 4 | -0.1 | 91 | 97 | 95
OCc1c(Cl)nc2ccccn12 | 97 | 97 | 95 | 0 | -0.1 | 102 | 99 | 104
Cn1c(SCc2cccc(Cl)c2)nc(C(F)(F)F)cc1=O | 95 | 90 | 96 | 9 | 0.2 | 84 | 108 | 93
CC(C)=NN/C(N)=N/C(=S)Nc1ccc(C)cc1 | 103 | 105 | 101 | 12 | 0.0 | 107 | 104 | 98
CCN(CC)CCNC(=O)c1cc2cc3ccc(OC)cc3nc2o1 | 94 | 93 | 100 | 2 | -0.1 | 97 | 95 | 99
Fc1ccc(N/N=C2/CCSc3sccc32)c(F)c1 | 103 | 109 | 99 | 27 | -0.2 | 99 | 88 | 102
Cc1cc2ncc(-c3cccc(Cl)c3)cn2n1 | 104 | 107 | 94 | 7 | -0.2 | 106 | 105 | 97
CCCSc1nc(O)c(C2OC(=O)c3c2ccc(OC)c3OC)c(=O)n1-c1ccccc1 (configuration not stated) | 97 | 94 | 97 | 1 | 0.1 | 95 | 97 | 96
COCCn1c(C)cc(/C=C2\NC(=S)N(C)C2=O)c1C | 100 | 108 | 106 | 57* | -0.2 | 107 | 99 | 113
CCN(C(=O)c1ccc(C(C)(C)C)cc1)c1nnc(Cn2nnc3ccccc32)s1 | 93 | 106 | 97 | -12 | 0.2 | 102 | 108 | 96
CC(=O)Nc1ccc(NC(=O)CSC2=NS(=O)(=O)c3cc(F)ccc3N2)cc1 | 102 | 102 | 95 | 0 | 0.1 | 97 | 105 | 96
CCn1nc(C(=O)OCc2c(C)noc2C)c2ccccc2c1=O | 100 | 103 | 102 | 2 | 0.0 | 98 | 94 | 103
The listing continues:
SMILES | LAP4 TOR yeast | AGP1-GFP MLPCN | RPL19A TOR yeast | AHR act | Efflux pump inh | CIT2 TOR yeast | CR mimetic SO | MEP2 TOR yeast
COc1ccc(C(=O)NNC(=O)CSc2nnc(-c3cccnc3)n2C)cc1 | 92 | 96 | 98 | 1 | -0.1 | 100 | 89 | 101
Cc1c(C(=O)N(CCO)Cc2ccccc2)oc2c(F)cccc12 | 114 | 103 | 106 | 20 | -0.2 | 102 | 98 | 97
CC1(C(=O)NC2CCCCC2)CCC(=O)N1Cc1ccc2c(c1)OCO2 (configuration not stated) | 107 | 104 | 106 | 2 | 0.3 | 101 | 85 | 107
COC(=O)Cc1[nH]n(-c2ccccc2)c(=O)c1C(C)=Nc1ccccc1 | 96 | 97 | 92 | 0 | 0.1 | 103 | 88 | 94
CCOC(=O)C1=C(N)OC2=C(C(=O)CC(C)(C)C2)C1c1ccoc1 (configuration not stated) | 104 | 98 | 99 | 4 | -0.1 | 90 | 100 | 103
COc1ccc(COC(=O)CNC(=O)C2CCCCC2)cc1F | 126 | 120 | 114 | -2 | 0.0 | 106 | 88 | 110
COc1cccc(N2CC(NS(=O)(=O)c3cccnc3)CC2=O)c1 (configuration not stated) | 97 | 104 | 93 | 1 | -0.3 | 90 | 83 | 89
CCOC(=O)CC1CCCCN1C(=O)c1ccc2oc(CCc3ccccc3)nc2c1 (configuration not stated) | 106 | 116 | 101 | -2 | 0.0 | 106 | 111 | 98
COc1cccc(/C=C2\CCC(C3CCCC3)C2=O)c1 (configuration not stated) | 99 | 100 | 105 | 3 | -0.2 | 99 | 109 | 107
COc1ccc(C(=O)NCCc2ccc(F)cc2)cc1OC | 111 | 103 | 97 | 1 | 0.0 | 106 | 91 | 93
Cc1cccc(C(=O)Oc2ccc(/C=N/O)cc2)c1 | 110 | 90 | 100 | 2 | 0.2 | 89 | 85 | 95
CC(C)OC(=O)CC(=O)CSc1nc2c(cc1C#N)CCC2 | 108 | 104 | 101 | 1 | -0.1 | 96 | 109 | 102
O=C(CSC1=NCCS1)N1CCCCCC1 | 103 | 103 | 104 | 0 | -0.1 | 106 | 88 | 99
NS(=O)(=O)c1ccc(CNC(=O)c2cc(-c3ccccc3)nc3ccccc23)cc1 | 103 | 105 | 99 | 5 | 0.1 | 110 | 97 | 103
Cc1cc(=O)c2c(C)nn(-c3ccccc3)c2[nH]1 | 90 | 99 | 98 | 0 | 0.4 | 105 | 80 | 97
CC(=O)NC12CC3CC(C1)CC(C(=O)NCC(=O)Nc1c(C)cc(C)cc1C)(C3)C2 | 95 | 95 | 95 | 3 | 0.3 | 90 | 107 | 95
CCN(c1ccccc1)S(=O)(=O)c1ccc(C(=O)N(CCCN(C)C)c2nc3cc4c(cc3s2)OCO4)cc1 | 96 | 101 | 101 | -4 | -0.1 | 97 | 98 | 91
O=C1C(=O)N(Cc2ccco2)C(c2cccs2)/C1=C(\O)c1cccc([N+](=O)[O-])c1 (configuration not stated) | 108 | 105 | 93 | 0 | -0.1 | 90 | 110 | 91
Cc1ccc(CC(CC(=O)O)C(=O)Nc2ccc(Cl)cc2)cc1 (configuration not stated) | 96 | 96 | 100 | 0 | -0.1 | 94 | 105 | 96
COc1ccc(OC)c(-c2nnc3n2N=C(c2ccc(OC)c(OCC4CC4)c2)CS3)c1 | 106 | 94 | 92 | 46 | -0.2 | 90 | 103 | 95
COc1cc2[nH]c(C(=O)Nc3ccc4c(c3)OCCO4)cc2c(OC)c1OC | 95 | 100 | 99 | -5 | -0.3 | 98 | 91 | 93
CN(c1ccc(F)cc1)S(=O)(=O)c1ccc(Cl)c(C(=O)OCC(=O)NCc2ccco2)c1 | 97 | 90 | 93 | -1 | 0.1 | 88 | 93 | 85
COC(=O)NC(=C(Cl)Cl)S(=O)(=O)c1ccccc1 | 96 | 103 | 96 | 6 | -0.1 | 105 | 93 | 100
Clc1ccc(-c2csc(N/N=C/c3ccco3)n2)cc1 | 69[may fluoresce violet] | ? | 26*[may fluoresce violet] | 8 | 0.0 | ? | 88 | 596*[may fluoresce violet]
COc1ccc(NC(=O)C2=NNC(=O)CC2)cc1S(=O)(=O)N1CCCCC1 | 104 | 108 | 110 | 4 | -0.2 | 108 | 94 | 107
(listing goes on)
SMILES | LAP4 TOR yeast | AGP1-GFP MLPCN | RPL19A TOR yeast | AHR act | Efflux pump inh | CIT2 TOR yeast | CR mimetic SO | MEP2 TOR yeast
Cc1onc(CO)c1C(=O)Nc1nccs1 | 103 | 104 | 100 | -1 | 0.0 | 108 | 106 | 105
NC(=O)CSc1ccc(S(=O)(=O)N2CCOCC2)cn1 | 108 | 99 | 96 | -2 | 0.0 | 109 | 110 | 105
C(=N\N1CCOCC1)/c1ccsc1 | 93 | 105 | 110 | 3 | -0.1 | 110 | 79 | 109
CCOCCCNC(=O)c1ccc2c(=O)n(Cc3ccc(OC)cc3)c(=O)[nH]c2c1 | 95 | 96 | 104 | -3 | 0.0 | 104 | 100 | 106
CCC(C(=O)Nc1cc(Cl)c(OC)cc1OC)c1ccccc1 (configuration not stated) | 98 | 112 | 102 | 4 | -0.1 | 98 | 90 | 104
CS(=O)(=O)NN1C(=O)c2ccccc2NC1c1cccc(O)c1 (configuration not stated) | 103 | 99 | 107 | 1 | -0.2 | 99 | 108 | 93
O=C(O)CCC(=O)c1ccc2c(c1)OCCCO2 | 104 | 103 | 103 | 2 | 0.2 | 83 | 96 | 103
CCCCn1c(N)c(N(CC)C(=O)c2ccco2)c(=O)[nH]c1=O | 113 | 107 | 109 | -1 | -0.1 | 95 | 78 | 105
CCCS(=O)(=O)Nc1ccc(-c2cn3c(n2)SCC3)cc1 | 114[may fluoresce violet] | ? | 40*[may fluoresce violet] | 4 | 0.5 | ? | 98 | 255*[may fluoresce violet]
CCN(CCNC(=O)C1=C(C)C(=O)OC12CCC(C)CC2)c1ccccc1 (configuration not stated) | 106 | 112 | 103 | 2 | 0.0 | 106 | 102 | 110
Cc1ccccc1Nc1c(-c2cccnc2)nc2ccc(Br)cn12 | 114 | 101 | 95 | 4 | 0.0 | 96 | 96 | 95
CCc1nnc(NC(=O)CSc2nnc(CCc3nc4ccccc4[nH]3)n2C)s1 | 98 | 103 | 103 | 4 | 0.0 | 96 | 112 | 101
O=C(NCc1cccnc1)c1ccc(CS(=O)(=O)Cc2ccc(Cl)cc2)o1 | 100 | 103 | 97 | 2 | 0.0 | 105 | 113 | 98
CCOC(=O)c1ccc(S(=O)(=O)n2c(CN3CCCCC3)nc3ccccc32)cc1 | 103 | 103 | 100 | 6 | 0.0 | 109 | 104 | 102
COC(=O)c1ccc(N2CCS(=O)(=O)CC2)cc1 | 91 | 93 | 93 | 1 | -0.1 | 98 | 106 | 89
COc1ccc(-c2nc(-c3ccccn3)nc(N3CCN(C)CC3)c2C#N)cc1 | 107 | 112 | 103 | -3 | 0.0 | 98 | 113 | 102
CCCc1nc2c(nnn2Cc2ccccc2F)c(=O)[nH]1 | 112 | 111 | 107 | 3 | 0.0 | 107 | 99 | 112
COC(=O)Cc1ccc(Oc2ncc(C(F)(F)F)cc2Cl)cc1 | 104 | 79 | 96 | -1 | 0.0 | 93 | 83 | 65
O=C(c1ccccc1)N1N=C(C(F)(F)F)CC1(O)c1ccc(F)cc1 (configuration not stated) | 72 | 81 | 96 | 25 | -0.1 | 83 | 96 | 83

Entries of single compounds as entered above. Screens in order: LAP4 TOR yeast, AGP1-GFP MLPCN, RPL19A TOR yeast, AHR act, Efflux pump inh, CIT2 TOR yeast, CR mimetic SO, MEP2 TOR yeast
CC1(C(=O)NC2CCCCC2)CCC(=O)N1Cc1ccc2c(c1)OCO2 (configuration not stated) as listed: 107, 104, 106, 2, 0.3, 101, 85, 107
Cn1c(SCc2cccc(Cl)c2)nc(C(F)(F)F)cc1=O as listed: 95, 90, 96, 9, 0.2, 84, 108, 93
COc1ccc(COC(=O)CNC(=O)C2CCCCC2)cc1F as listed: 126, 120, 114, -2, 0.0, 106, 88, 110
